Tau ThT inhib: inhibitors of human tau fibril formation, thioflavin T binding | P10636 | Potency, µM (titrated, usually from 57.4 µM), inactives show top-dose activity, negative = inhibition, actives largely listed as inhibitors | recombinant tau K18 P301L, heparin-induced fibrillization, ThT fluorescence | 2.1% of 270,000 active; also: nearly all actives have a fitted effect of over 55% in size
Target sequence (P10636 561-689 P618L limits assumed): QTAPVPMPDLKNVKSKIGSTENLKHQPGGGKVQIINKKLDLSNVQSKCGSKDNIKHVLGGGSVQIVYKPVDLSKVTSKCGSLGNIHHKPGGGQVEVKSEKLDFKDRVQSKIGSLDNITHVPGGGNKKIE
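Heparin-induced fibrillization of the P301L-mutant K18 repeat-domain fragment of human tau was followed by ThT binding in quantitative high-throughput format.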
L3MBTL1 block: L3MBTL1 (human) inhibition. AlphaScreen L3MBTL1–H3K9me1 peptide binding. Q9Y468. 0.66% of 230,000 active. Potency, µM (titrated, usually from 57.1 µM), for the others: at the top dose activity, negative = inhibition, usual class: inhibitors; also: nearly all actives have a fitted effect of over 60% in size
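L3MBTL1 (50 nM) pre-complexed 30 min with biotinylated H3(1-15)K9me1 peptide (75 nM), then compounds added for 30 min at room temperature; AlphaScreen streptavidin donor/nickel chelate acceptor beads (10 ug/mL final) read after 30 min dark incubation.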
ALDH1A1 block: blocks purified human ALDH1A1 activity; P00352; Purified ALDH1A1, NADH fluorescence, propionaldehyde substrate; Potency, µM (highest dose often 75.3 µM), for the others: at the top dose activity, negative = inhibition, hits mostly inhibitors; 7.3% of 220,000 active; AID 1030; active = well fitted inhibition curve with a large enough effect, not every such curve was filed as active; inconclusive = small, poorly fitted or top-dose-only effect, or another doubt; inactive = no such curve, though single readings can be large or run the other way;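 also: plate controls were no enzyme wells and a reference inhibitor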
Target sequence (P00352 whole entry, looked up): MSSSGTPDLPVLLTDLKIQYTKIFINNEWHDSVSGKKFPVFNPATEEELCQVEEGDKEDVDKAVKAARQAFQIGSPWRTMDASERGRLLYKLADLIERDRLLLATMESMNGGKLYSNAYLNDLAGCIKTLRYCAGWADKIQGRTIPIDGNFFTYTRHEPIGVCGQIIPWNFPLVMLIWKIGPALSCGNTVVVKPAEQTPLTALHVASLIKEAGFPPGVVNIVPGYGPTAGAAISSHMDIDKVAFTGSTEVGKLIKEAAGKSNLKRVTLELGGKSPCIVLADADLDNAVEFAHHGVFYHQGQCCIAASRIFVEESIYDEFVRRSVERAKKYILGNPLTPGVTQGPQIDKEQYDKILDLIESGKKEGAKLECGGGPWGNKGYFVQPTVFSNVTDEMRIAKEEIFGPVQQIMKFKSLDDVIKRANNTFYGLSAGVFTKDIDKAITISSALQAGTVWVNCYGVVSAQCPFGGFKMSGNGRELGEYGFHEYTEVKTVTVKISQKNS
Tau fibril FP: tau fibrillization inhibition (FP); Potency, µM (series often up to 57.7 µM), without a hit: at the top dose activity, negative = inhibition, most hits filed as inhibitors; 0.39% of 280,000 active; K18 P301L tau heparin fibrillization, Alexa594 FP, 6 h; also: nearly all actives have a fitted effect of over 55% in size
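Read-out: fluorescence polarization of Alexa 594-labeled tau (0.24 uM), 555 nm excitation, 632 nm emission. Mixtures held 15 uM unlabeled K18 P301L, compound and 20 uM heparin, pH 7 acetate buffer, incubated 6 hr at 37 C.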
aGal spleen mod: inhibits or activates alpha-galactosidase in human spleen homogenate; human spleen homogenate, 4MU-alpha-Gal fluorescence, 40 min; 0.008% of 240,000 active; AID 2107; Potency, µM (series often up to 80 µM), for inactives: at the top dose activity change, negative = inhibition, actives largely listed as inhibitors; P06280;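 also: 0% = enzyme with vehicle and -100% = no enzyme basal signal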
Target sequence (P06280 32-429 limits assumed): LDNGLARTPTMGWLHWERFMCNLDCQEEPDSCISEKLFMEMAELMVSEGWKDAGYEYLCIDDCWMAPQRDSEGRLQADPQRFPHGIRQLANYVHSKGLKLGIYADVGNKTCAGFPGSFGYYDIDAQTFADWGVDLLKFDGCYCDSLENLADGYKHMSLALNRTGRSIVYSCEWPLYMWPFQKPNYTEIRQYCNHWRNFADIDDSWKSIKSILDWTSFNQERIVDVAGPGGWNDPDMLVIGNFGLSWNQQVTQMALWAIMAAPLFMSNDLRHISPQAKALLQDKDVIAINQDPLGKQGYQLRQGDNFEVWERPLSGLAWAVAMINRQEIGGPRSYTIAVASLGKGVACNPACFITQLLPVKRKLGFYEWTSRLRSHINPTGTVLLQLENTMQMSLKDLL
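Human spleen homogenate (1 ug) as enzyme source, 4-methylumbelliferyl-alpha-D-galactopyranoside 1 mM final, citrate/phosphate pH 5.0 with 0.01% Tween-20. Compounds 40 min at 37C, NaOH/glycine stop; fluorescence Ex 365/Em 440, Hill-fit AC50.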
TR SRC2 fluor cs: counter-screen for TRb-SRC2 inhibitors: fluorescence interference; TRb/SRC2 Texas Red total fluorescence interference; Potency, µM (doses to about 106 µM), for inactives: top-dose fluorescence change, negative = quenching; 0.29% of 280,000 active; AID 1479; active = well fitted curve in either direction with a large enough effect; inconclusive = small, poorly fitted or top-dose-only effect
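Flags fluorescent or light-absorbing compounds by total fluorescence, S + 2P, at 555 nm excitation and 632 nm emission. Mixture: 20 nM Texas Red SRC2 peptide, 0.6 uM human TRb LBD, 1 uM T3, 5% DMSO; compound exposure 5 h at ambient temperature.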
Tau fluor counter: counter-screen for tau fibril formation inhibitors; AID 1463; 0.93% of 280,000 active; tau K18 P301L Alexa594 fluorescence, heparin fibrillization; Potency, µM (top dose mostly 57.7 µM), without a hit: at the highest dose activity change, negative = decrease; also: nearly all actives have a fitted effect of over 55% in size
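Human tau K18 P301L (15 uM unlabeled, 0.24 uM Alexa 594-labeled) in 100 mM sodium acetate pH 7 with 20 uM heparin, 6 hr at 37 C. ThT 30 uM added, 1 hr ambient; Alexa 594 FP and total fluorescence read at 555/632 nm.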
TRb SRC2 PPI: TRbeta-SRC2 interaction inhibition; TRbeta-SRC2 peptide binding, fluorescence polarization; receptor liganded with 1 µM T3; AID 1469; Potency, µM (titrated, usually from 106 µM), inactives show at the top dose activity change, negative = inhibition, usual class: inhibitors; 0.065% of 280,000 active;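 also: plate controls were bound peptide for no effect and peptide without receptor for full effect; nearly all actives have a fitted effect of over 50% in size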
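Fluorescence polarization of 20 nM Texas Red SRC2 peptide (20-aa NR interaction domain) bound to 0.6 uM human TRb ligand-binding domain, with 1 uM T3, after 5 hr at ambient temperature; inhibition seen as decreased polarization.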
Active calls of the source: *; ? = inconclusive; . = no result given; [ ] = dose if it differs, or a comment. Unless noted, calls follow the shape of the dose curve; as a rule, active = well fitted curve in the direction sought with a large enough effect; inconclusive = small, poorly fitted or top-dose-only effect, or another doubt; inactive = no such curve, though single readings can be large; an effect the other way counts as inactive or inconclusive. Unless noted, % is scaled to controls: 0 for no effect and ±100 for the full control effect; potency is read from the fitted curve at half-maximal effect.

SMILES	Tau ThT inhib	L3MBTL1 block	ALDH1A1 block	Tau fibril FP	aGal spleen mod	TR SRC2 fluor cs	Tau fluor counter	TRb SRC2 PPI
O=C(O)c1cccnc1SCC(=O)N1CCCCCC1	9%	?	6%	-2%	2%	1%	5%	-3%
O=C(NCCN1C(=O)CSC1=O)C1CC(=O)N(c2ccccc2)C1 (stereo unspecified)	-11%	.	-7%	-1%	6%	-2%	-12%	-4%
O=C(C(c1ccccc1)c1ccccc1)N1CCN(Cc2ccco2)CC1	-11%	7%	?	9%	-5%	-1%	-1%	-6%
Cc1ccc2nc(SCC(=O)Nc3cc(C)on3)[nH]c2c1	2%	0%	14%	3%	0%	-3%	-14%	4%
O=C1CC(c2ccccc2)Sc2ccccc2N1Cc1ccc(F)cc1 (stereo unspecified)	-8%	.	.	-2%	.	3%	-11%	2%
N#CCSc1nnc2ccc3ccccc3n12	-5%	-9%[11.4 µM]	-11%	0%	2%	-9%	-7%	-3%
CCC(O)C1CCN(Cc2cn(Cc3ccccc3)nc2-c2cc3ccccc3o2)CC1 (stereo unspecified)	?	-20%	?	-5%	-9%	1%	-21%	1%
COc1cccc(C(CC(=O)NCc2ccco2)NS(=O)(=O)c2ccc(C)cc2)c1OC (stereo unspecified)	-16%	-4%	20µM*	-1%	14%	-3%	-4%	-20%
O=C(CNCc1ccccc1)Nc1ccc(F)cc1	-2%	-3%	?	-7%	3%	-2%	-7%	-5%
O=c1[nH]c2ccccc2c2nc3ccccn3c12	2%	3%	-4%	-10%	4%	-2%	-8%	0%
COc1ccc(NC(=O)COC(=O)c2ccc(Br)o2)cc1OC	-17%	-2%	3%	1%	0%	0%	-10%	7%
O=C1C2ON(c3ccccc3)C(c3ccccn3)C2C(=O)N1c1ccc(Br)cc1 (stereo unspecified)	-8%	3%	-6%	?	-5%	0%	-10%	-6%
NC(=S)Nc1nc2ccccc2[nH]c1=O	?	.	-6%	4%	0%	-3%	-8%	4%
CCC(Br)C(=O)Nc1ccc(OC)cc1 (stereo unspecified)	-6%	.	?	-2%	6%	0%	-8%	-1%
Cc1ccc(C2C(C(=O)c3cc4ccccc4o3)=C(O)C(=O)N2CCN2CCOCC2)o1 (stereo unspecified)	?	-2%	14µM*	-14%	1%	-6%	-20%	-1%
S=c1[nH]c(-c2ccccc2)cn1/N=C/c1cccc2ccccc12	3.5µM*	-11%	5%	10%	0%	-3%	?	3%
O=C(CCn1c(=O)c2ccccc2n(Cc2cccnc2)c1=O)NCc1ccc2c(c1)OCO2	-3%	.	7%	-2%	11%	-4%	-3%	-5%
CC(C)c1ccc(/C=N/NC(=O)c2cc(-c3cccc([N+](=O)[O-])c3)n[nH]2)cc1	?	-7%	6%	?	1%	-3%	?	3%
COc1ccccc1NC(=O)CC1SC(=N)N(c2ccccc2)C1=O (stereo unspecified)	2%	5%	-6%	-1%	-1%	-4%	-4%	5%
COC(=O)c1ccc2c(c1)C(C)(C)C(/C=C/c1ccc(OC)c(OC)c1OC)=[N+]2C	?	-1%	-1%	10%	9%	?	-12%	?
CCc1ccc(NC(=O)N(CCOC)C2CCN(C(C)=O)CC2)cc1	-8%	.	-4%	-4%	5%	0%	-9%	-2%
COc1ccc(CNC(=O)C(C#N)c2nc3ccccc3nc2N2CCN(C)CC2)cc1 (stereo unspecified)	16µM*	.	-3%	-1%	-3%	-3%	-30%	7%
CC(NC(=O)c1ccco1)c1nc(-c2ccccc2)no1 (stereo unspecified)	1%	.	.	2%	.	2%	-1%	-4%
O=C(c1ccccc1)N1CCN(CC(O)Cn2ccc3ccccc32)CC1 (stereo unspecified)	.	.	.	2%	6%	-3%	-9%	-4%
COc1cccc(-c2ccc3c(N)c(C(=O)Nc4ccccc4C)sc3n2)c1	?	.	.	-4%	.	-21%	8.9µM*[quencher]	3%
C=CCc1cccc2cc(NC(C)=O)c(=O)oc12	-6%	-9%	?	5%	1%	2%	-1%	11%
CC(=O)c1csc(-c2ccccc2)n1	-7%	8%	-5%	0%	10%	2%	-6%	-2%
CCc1cccc(CC)c1NC(=O)Cn1c(=O)c(-c2cc(C)ccc2NC(C)=O)nc2ccccc21	0%	.	.	5%	.	-1%	-3%	5%
Cc1occc1C(=O)NC1CCCc2ccccc21 (stereo unspecified)	8%	6%	?	0%	5%	3%	-1%	6%
CCCCOC(=O)c1cc(C)nc2ccc(Br)cc12	1%	.	-2%	10%	3%	3%	4%	5%
O=C(c1ccc(-c2cccc(Cl)c2)o1)N1CCN(c2ccc([N+](=O)[O-])cc2)CC1	?	-4%	?	0%	-1%	3%	-15%	-7%
Cc1ccc(C)c(CSc2nc3ncccc3[nH]2)c1	-9%	.	.	6%	.	-26%	-6%	6%
Cn1c(C(=O)NCc2ccc3c(c2)OCO3)cc2sccc21	?	-5%	-13%	1%	-2%	2%	-14%	9%
CCOC(=O)C1=C(C)Nc2sc(C(=O)c3ccc(OC)cc3)c(N)c2C1c1ccc(C(=O)OC)cc1 (stereo unspecified)	6%	10%	-1%	7%	0%	7%	5µM*[quencher]	-4%
O=C(N=Nc1c(O)[nH]c2ccccc12)c1ccccc1NS(=O)(=O)c1cccs1	?	2%	-3%	-3%	-6%	-5%	-12%	1%
CC/C(C)=N\NC(=O)CNC(=O)c1ccc(Cl)cc1Cl	-10%	.	8%	4%	-4%	1%	-7%	0%
CCN(CC)CCNC(=O)CCn1c(=S)[nH]c2cc3c(cc2c1=O)OCO3	0%	2%	17%	3%	-3%	-1%	14%	-11%
Brc1ccc2ncnc(NCc3ccco3)c2c1	-23%	-3%	?	7%	-5%	0%	-8%	2%
CCOC(=O)C(C)C(C)=O (stereo unspecified)	.	0%	6%	.	1%	0%	.	3%
Cn1cnc([N+](=O)[O-])c1SCC(=O)NN	-11%	10%	.	0%	2%	-1%	4%	1%
CCOC(=O)CSc1ncnc2c1cnn2-c1ccc(C)cc1	-18%	.	-11%	-3%	4%	-3%	-6%	-9%
O=C(C1COc2ccccc2O1)N1CCN(c2ccccc2)CC1 (stereo unspecified)	-4%	3%	-1%	-2%	-8%	-2%	-3%	-10%
Cc1ccccc1OCC(O)Cn1c(NCc2ccccc2)nc2c1c(=O)[nH]c(=O)n2C (stereo unspecified)	-4%	-2%	2%	10%	1%	-2%	-10%	7%
COc1cccc(C(=O)Oc2c(Br)cc(Br)cc2/C=N/NC(=O)c2cc(C)[nH]n2)c1	-2%	-2%	-15%	-3%	1%	-2%	-10%	-4%
CCCc1nc2sc3c(SCC(=O)NCc4ccco4)ncnc3c2c2c1CCC2	?	14µM*	25µM*	-5%	-23%	-15%	-2%	-4%
COc1ccc(/C=C/c2cc(O)cc(O[C@H]3OC(CO)C(O)C(O)C3O)c2)cc1 (stereo partly specified)	4%	.	-8%	1%	2%	-2%	-2%	-6%
COc1cc(OC)cc(C(=O)NC(=S)Nc2ccc3c4c(cccc24)CC3)c1	?	-7%	7.9µM*	-13%	2%	1%	?	1%
Cc1cn2c(N)c(/C=C3\C=Nc4ccccc43)c(=O)nc2s1	?	60%[activator]	11%	1%	-12%	?	-17%	?

Ordered by SMILES length (rising): 3 of the compounds above
SMILES	Tau ThT inhib	L3MBTL1 block	ALDH1A1 block	Tau fibril FP	aGal spleen mod	TR SRC2 fluor cs	Tau fluor counter	TRb SRC2 PPI
CCOC(=O)CSc1ncnc2c1cnn2-c1ccc(C)cc1	-18%	.	-11%	-3%	4%	-3%	-6%	-9%
CCCc1nc2sc3c(SCC(=O)NCc4ccco4)ncnc3c2c2c1CCC2	?	14µM*	25µM*	-5%	-23%	-15%	-2%	-4%
CCOC(=O)C1=C(C)Nc2sc(C(=O)c3ccc(OC)cc3)c(N)c2C1c1ccc(C(=O)OC)cc1 (stereo unspecified)	6%	10%	-1%	7%	0%	7%	5µM*[quencher]	-4%

Compounds listed so far that contain an aryl methoxy group:
SMILES	Tau ThT inhib	L3MBTL1 block	ALDH1A1 block	Tau fibril FP	aGal spleen mod	TR SRC2 fluor cs	Tau fluor counter	TRb SRC2 PPI
COc1cccc(C(CC(=O)NCc2ccco2)NS(=O)(=O)c2ccc(C)cc2)c1OC (stereo unspecified)	-16%	-4%	20µM*	-1%	14%	-3%	-4%	-20%
COc1ccc(NC(=O)COC(=O)c2ccc(Br)o2)cc1OC	-17%	-2%	3%	1%	0%	0%	-10%	7%
CCC(Br)C(=O)Nc1ccc(OC)cc1 (stereo unspecified)	-6%	.	?	-2%	6%	0%	-8%	-1%
COc1ccccc1NC(=O)CC1SC(=N)N(c2ccccc2)C1=O (stereo unspecified)	2%	5%	-6%	-1%	-1%	-4%	-4%	5%
COC(=O)c1ccc2c(c1)C(C)(C)C(/C=C/c1ccc(OC)c(OC)c1OC)=[N+]2C	?	-1%	-1%	10%	9%	?	-12%	?
COc1ccc(CNC(=O)C(C#N)c2nc3ccccc3nc2N2CCN(C)CC2)cc1 (stereo unspecified)	16µM*	.	-3%	-1%	-3%	-3%	-30%	7%
COc1cccc(-c2ccc3c(N)c(C(=O)Nc4ccccc4C)sc3n2)c1	?	.	.	-4%	.	-21%	8.9µM*[quencher]	3%
CCOC(=O)C1=C(C)Nc2sc(C(=O)c3ccc(OC)cc3)c(N)c2C1c1ccc(C(=O)OC)cc1 (stereo unspecified)	6%	10%	-1%	7%	0%	7%	5µM*[quencher]	-4%
COc1cccc(C(=O)Oc2c(Br)cc(Br)cc2/C=N/NC(=O)c2cc(C)[nH]n2)c1	-2%	-2%	-15%	-3%	1%	-2%	-10%	-4%
COc1ccc(/C=C/c2cc(O)cc(O[C@H]3OC(CO)C(O)C(O)C3O)c2)cc1 (stereo partly specified)	4%	.	-8%	1%	2%	-2%	-2%	-6%
COc1cc(OC)cc(C(=O)NC(=S)Nc2ccc3c4c(cccc24)CC3)c1	?	-7%	7.9µM*	-13%	2%	1%	?	1%

Screening data (PubChem)
